# Compound activity from PubChem BioAssay.
# C diff growth = blocks growth of Clostridium difficile. Clostridium difficile clinical isolate growth, OD600, 24 h; stronger effect = lower value. growth activity, negative = inhibition, % at 16 µg/mL (by protocol). 0.25% of 86,000 active. AID 1259249;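 active = mean growth activity at or below -80% and every replicate also at or below -80%; inconclusive = mean at or below -80% but some replicate above -80%; inactive = mean growth activity above -80%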;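 also: 0% = DMSO wells and -100% = levofloxacin 16 µg/mL wells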
# Tcruzi prolif = T. cruzi proliferation inhibition; T. cruzi beta-gal in NIH3T3, GalScreen luminescence, 90 h; inhibition, % at 8.34 µM; 5.9% of 77,000 active;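 active = mean inhibition above about 93%, with at least 55% of replicates each passing it, limit read from the data, passing the limit was not always enough; inconclusive = only one of those two conditions holds; inactive = neither condition holds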
# GASC1 inh = blocks human GASC-1 (KDM4C) demethylase activity; inhibition, % at 12.5 µM; 0.15% of 96,000 active; GST-KDM4C 2-372, H3K9me3 peptide, LANCE TR-FRET; Q9H3R0;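 active = mean replicate inhibition above about 25%, with at least 55% of replicates also reaching it, limit read from the data, passing the limit was not always enough; inconclusive = only one of those two conditions met; inactive = neither condition met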
# Target sequence (Q9H3R0 2-372 limits assumed): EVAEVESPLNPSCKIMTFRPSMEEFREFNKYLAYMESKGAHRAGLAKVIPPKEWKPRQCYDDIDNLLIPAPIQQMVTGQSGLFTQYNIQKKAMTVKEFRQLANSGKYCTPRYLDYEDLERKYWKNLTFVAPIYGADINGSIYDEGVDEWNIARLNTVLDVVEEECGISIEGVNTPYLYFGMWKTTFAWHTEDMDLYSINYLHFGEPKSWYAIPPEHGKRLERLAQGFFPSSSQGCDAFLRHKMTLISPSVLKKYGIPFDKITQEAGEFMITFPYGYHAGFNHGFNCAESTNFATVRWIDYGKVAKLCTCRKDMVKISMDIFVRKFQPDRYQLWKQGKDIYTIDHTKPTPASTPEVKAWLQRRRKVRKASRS
#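 Test system: N-terminal GST-fused human GASC-1 (KDM4C) fragment, residues 2-372; quantity: GASC-1 enzyme at 10 nM final in reaction; dosing: single dose; schedule: 30 min demethylation and 1 h detection at room temperature; signal: LANCE TR-FRET, excitation 340 nm, emissions 618 and 671 nm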
# Pf Dd2 growth = inhibitors of Plasmodium falciparum Dd2 growth; P. falciparum Dd2 growth, SYBR Green, 72 h; stronger effect = lower value; activity change, % at 10 µM; 2.3% of 94,000 active; AID 1159554; in the data active = activity change below about -80%; inconclusive = no clear call, values can overlap the other calls
# Starred values were filed as active, the others as inactive; u = inconclusive; x = not tested or not shown; & = joins results of further samples.
SMILES,C diff growth,Tcruzi prolif,GASC1 inh,Pf Dd2 growth
C[C@@H]1CN([C@H](C)CO)S(=O)(=O)c2ccc(Br)cc2O[C@@H]1CN(C)CC1CCOCC1,3,14,1.4,38
C[C@@H]1CN([C@H](C)CO)C(=O)Cc2cc(NS(=O)(=O)c3ccc(Cl)cc3)ccc2O[C@H]1CN(C)C(=O)Nc1ccc(C(F)(F)F)cc1,-5,51,-1.9,-3
O=C(NCc1ccc(F)cc1)[C@@H]1[C@@H](CO)[C@@H]2Cn3c(cccc3=O)[C@H]1N2CC1CCCC1,-5,51,-2.0,x
C[C@@H]1CN([C@@H](C)CO)C(=O)c2cc(-c3cncnc3)cnc2O[C@H]1CN(C)CC1CCOCC1,-4,-5,0.8,37
CC(C)NC(=O)Nc1cccc2c1O[C@H](CN(C)C)[C@H](C)CN([C@@H](C)CO)C2=O,0,-12,-0.6,-9
CO[C@H]1CN(C)C(=O)c2cc(NC(C)=O)ccc2OC[C@H](C)N(C(=O)c2ccccc2F)C[C@@H]1C,x,-2,0.7,-7
CC(C)NC(=O)Nc1ccc2c(c1)C(=O)N([C@@H](C)CO)C[C@@H](C)[C@H](CN(C)CC1CCCCC1)OCCCC[C@@H](C)O2,x,86,0.1,-11
COCC(=O)N1CC(=O)N2[C@H](CO)[C@@H](c3ccc(C#CC4CC4)cc3)[C@H]2C1,11,x,12,26
CCC(=O)N1CC[C@H]2[C@H](CO)Nc3ccc(C#Cc4ccc(OC)cc4)cc3[C@H]21,7,x,-0.5,-71
CO[C@H](CN(C)C(=O)c1ccccc1F)[C@@H](C)CN([C@H](C)CO)S(=O)(=O)c1ccccc1,x,-22,0.6,23
COc1ccc(NC(=O)N(C)C[C@@H]2Oc3ccc(NC(=O)C4CC4)cc3CC(=O)N([C@H](C)CO)C[C@H]2C)cc1,-3,11,-1.5,-1
COc1ccc(NC(=O)N(C)C[C@H]2OCCCC[C@@H](C)Oc3ccc(NC(=O)Nc4ccccc4)cc3C(=O)N([C@@H](C)CO)C[C@H]2C)cc1,7,37,-1.3,-70
C[C@@H]1CN([C@H](C)CO)C(=O)c2cc(C#CC(C)(C)O)cnc2O[C@H]1CN(C)Cc1ccccn1,1,x,-0.4,10
CC(=O)N1[C@@H]2Cn3c(ccc(-c4cccc(F)c4)c3=O)[C@H]1[C@@H](C(=O)NCCCN(C)C)[C@@H]2CO,0,x,0.7,22
C[C@@H]1CN([C@H](C)CO)S(=O)(=O)c2ccc(C#CC(C)(C)O)cc2O[C@H]1CN(C)C,5,-7,0.8,x
COc1cccc(-c2ccc(C3[C@@H]4CN(S(=O)(=O)c5cccc(OC)c5)C[C@H]3N4)cc2)c1 (stereo partly specified),10&42,x,0.7,-3&-9
CO[C@@H]1CN(C)C(=O)c2ccc(NS(=O)(=O)c3cn(C)cn3)cc2OC[C@@H](C)N(Cc2cccc(F)c2)C[C@@H]1C,-1,-29,1.5,12
C[C@H]1CN([C@@H](C)CO)C(=O)c2cc(C#CCc3ccccc3)cnc2O[C@@H]1CN(C)Cc1cccc(C(=O)O)c1,-9,0,0.9,-49
COc1ccc(C#Cc2ccc3c(c2)O[C@H](CN(C)C)[C@@H](C)CN([C@@H](C)CO)S3(=O)=O)cc1,1,u,-1.3,-51
O=C(CN1CCOCC1)N1CCCCN2[C@H](C1)[C@H](c1ccc(-c3ccccc3)cc1)[C@@H]2CO,-6,-6,0.2,15
CCCC#Cc1ccc([C@H]2[C@@H](CO)N3CCCCN(Cc4cncnc4)C[C@H]23)cc1,-5,-7,-0.3,-18
COCC#Cc1ccc2c(c1)O[C@@H](CN(C)C(=O)NC(C)C)[C@@H](C)CN([C@@H](C)CO)S2(=O)=O,0,-18,3.5,x
C[C@H](CO)N1C[C@H](C)[C@@H](CN(C)C(=O)Nc2ccc3c(c2)OCO3)OCCCC[C@H](C)Oc2ccc(NC(=O)c3ccncc3)cc2C1=O,1,49,-0.3,20
Cc1ccccc1-c1ccc2c(c1)O[C@@H](CN(C)C)[C@@H](C)CN([C@@H](C)CO)S2(=O)=O,-7,-2,0.0,x
O=C(Nc1ccc(F)cc1)N1CCCCN2[C@H](CO)[C@H](c3ccc(C#Cc4ccccc4)cc3)[C@@H]2C1,-11,19,-2.7,-83*

# 5 structures already listed, sorted by molecular weight, ascending:
SMILES,C diff growth,Tcruzi prolif,GASC1 inh,Pf Dd2 growth
CCC(=O)N1CC[C@H]2[C@H](CO)Nc3ccc(C#Cc4ccc(OC)cc4)cc3[C@H]21,7,x,-0.5,-71
CO[C@H](CN(C)C(=O)c1ccccc1F)[C@@H](C)CN([C@H](C)CO)S(=O)(=O)c1ccccc1,x,-22,0.6,23
COc1ccc(C#Cc2ccc3c(c2)O[C@H](CN(C)C)[C@@H](C)CN([C@@H](C)CO)S3(=O)=O)cc1,1,u,-1.3,-51
C[C@H]1CN([C@@H](C)CO)C(=O)c2cc(C#CCc3ccccc3)cnc2O[C@@H]1CN(C)Cc1cccc(C(=O)O)c1,-9,0,0.9,-49
CO[C@@H]1CN(C)C(=O)c2ccc(NS(=O)(=O)c3cn(C)cn3)cc2OC[C@@H](C)N(Cc2cccc(F)c2)C[C@@H]1C,-1,-29,1.5,12

# Part of the list above, set out differently:
compound | C diff growth | Tcruzi prolif | GASC1 inh | Pf Dd2 growth
COc1ccc(C#Cc2ccc3c(c2)O[C@H](CN(C)C)[C@@H](C)CN([C@@H](C)CO)S3(=O)=O)cc1 | 1 | u | -1.3 | -51
O=C(CN1CCOCC1)N1CCCCN2[C@H](C1)[C@H](c1ccc(-c3ccccc3)cc1)[C@@H]2CO | -6 | -6 | 0.2 | 15
CCCC#Cc1ccc([C@H]2[C@@H](CO)N3CCCCN(Cc4cncnc4)C[C@H]23)cc1 | -5 | -7 | -0.3 | -18

# Carrying on.
SMILES,C diff growth,Tcruzi prolif,GASC1 inh,Pf Dd2 growth
CC(C)CC#Cc1ccc2c(c1)O[C@H](CN(C)C(=O)Cc1cccnc1)[C@@H](C)CN([C@H](C)CO)S2(=O)=O,1,x,0.3,-12
CC(C)NC(=O)Nc1ccc2c(c1)CC(=O)N([C@@H](C)CO)C[C@@H](C)[C@H](CN(C)C)O2,5,-7,9.1,4
CC(C)NC(=O)N(C)C[C@H]1Oc2ccc(NC(=O)CCCCCC(=O)Nc3ccccc3N)cc2C(=O)N([C@H](C)CO)C[C@@H]1C,-1,5,-1.3,8
CC(C)NC(=O)N[C@@H]1C=C[C@H](CC(=O)NC2Cc3ccccc3C2)O[C@@H]1CO,0,7,-0.5,-17
C[C@H](CO)N1C[C@H](C)[C@@H](CN(C)C(=O)c2cccc(F)c2)Oc2ncc(-c3cccc(F)c3)cc2C1=O,3,100,0.8,-7
CCCNC(=O)C[C@H]1CC[C@H]2[C@@H](COc3ccc(NC(=O)Nc4ccc(C#N)cc4)cc3C(=O)N2C)O1,-10,-5,-0.7,5
O=C(Nc1ccccc1F)N1CCCCN2[C@@H](CO)[C@@H](c3ccc(C4=CCCC4)cc3)[C@@H]2C1,17,52,1.8,-43
O=S(=O)(c1cccs1)N1CCCCN2[C@H](CO)[C@H](c3ccc(C4=CCCCC4)cc3)[C@@H]2C1,3,118*,x,-1
O=C([C@@H]1[C@@H](CO)[C@@H]2Cn3c(ccc(-c4ccc(F)cc4)c3=O)[C@H]1N2)N1CCCCC1,3,28,-0.7,7
Cc1ccc(S(=O)(=O)N(C)C[C@@H]2Oc3c(NC(=O)Nc4ccc(C(F)(F)F)cc4)cccc3C(=O)N([C@H](C)CO)C[C@H]2C)cc1,-8,58,1.3,-40
C[C@@H]1CN([C@H](C)CO)S(=O)(=O)c2ccc(C#C[C@@H](C)O)cc2O[C@@H]1CN(C)C,-2,-22,-0.2,52
C[C@H](CO)N1C[C@H](C)[C@@H](CN(C)S(=O)(=O)c2ccc(Cl)cc2)OCCCC[C@H](C)Oc2ccc(NC(=O)C3CCCCC3)cc2C1=O,6,107*,-1.2,-67
COCC(=O)Nc1ccc2c(c1)C(=O)N(C)C[C@H](OC)[C@@H](C)CN(C(=O)COC)[C@H](C)CO2,-1,-42,0.1,x
O=C(C[C@H]1C=C[C@H](NC(=O)c2ccccn2)[C@@H](CO)O1)NCc1cccc(F)c1,1,-26,-0.5,3
Cc1noc(C)c1NC(=O)Nc1ccc2c(c1)C(=O)N([C@H](C)CO)C[C@@H](C)[C@@H](CN(C)Cc1ccc(C(=O)O)cc1)OCCCC[C@@H](C)O2,x,19,-0.2,48
COc1ccc(NC(=O)N[C@@H]2CC[C@H](CCNS(=O)(=O)c3ccccc3F)O[C@H]2CO)cc1,x,-12,0.4,10
CCC(=O)N[C@@H]1C=C[C@H](CC(=O)NCC2CCCCC2)O[C@H]1CO,x,-81,-0.1,-35
CC(C)NC[C@H]1[C@@H](c2ccc(C3=CCCCC3)cc2)[C@@H](CO)N1C(=O)NC(C)C,51,u,-1.4,-34
C[C@@H]1CCCCO[C@@H](CN(C)C(=O)Nc2cccc3ccccc23)[C@H](C)CN([C@H](C)CO)C(=O)c2cc(NC(=O)CCCN(C)C)ccc2O1,-3,43,6.9,u
COc1ccc(S(=O)(=O)N(C)C[C@@H]2Oc3ccc(NC(=O)CCCCCC(=O)Nc4ccccc4N)cc3C(=O)N([C@H](C)CO)C[C@H]2C)cc1,-11,x,-2.7,4
C[C@H]1CN([C@@H](C)CO)C(=O)c2cc(Br)cnc2O[C@@H]1CN(C)C(=O)c1ccccc1,0,x,-0.2,39
O=C(c1ccccc1)N1CC2(C1)[C@H](c1ccccc1)[C@H](CO)N2Cc1cc(F)ccc1F,4,x,-1.5,-5
COc1ccc2c3c(n(C)c2c1)[C@H](CO)N(C(=O)C1CCCC1)CC31CCN(C(=O)CC2CC2)CC1,5,x,-0.8,-69
C[C@@H]1CCCCO[C@H](CN(C)CC2CCCCC2)[C@H](C)CN([C@@H](C)CO)C(=O)c2cc(NC(=O)c3ccccc3)ccc2O1,1,115,0.3,-64
C[C@@H]1CN([C@H](C)CO)C(=O)c2cc(NC(=O)CCN3CCOCC3)ccc2O[C@@H]1CN(C)C,2,x,0.3,0
SMILES,C diff growth,Tcruzi prolif,GASC1 inh,Pf Dd2 growth
CCCNC(=O)c1cc2c(c(-c3cccc(-c4cccc(F)c4)c3)n1)[C@H](CCO)N([S@@](=O)C(C)(C)C)C2,x,81,x,-50
CO[C@@H]1CN(C)C(=O)c2cc(NS(=O)(=O)CC(F)(F)F)ccc2OC[C@H](C)N(Cc2cccnc2)C[C@H]1C,x,x,-0.3,45
COc1ccc(NC(=O)Nc2ccc3c(c2)CC(=O)N([C@@H](C)CO)C[C@@H](C)[C@H](CN(C)Cc2ccc(Cl)c(Cl)c2)O3)cc1,13,67,-0.6,-54
C[C@@H]1CN([C@@H](C)CO)C(=O)c2c(c3ccccc3n2C)-c2ccccc2CO[C@H]1CN(C)Cc1ccc2c(c1)OCCN2C,-11,x,0.0,-44
O=C(O)C[C@@H]1CC[C@H](NC(=O)c2ccccc2F)[C@H](CO)O1,3,x,-0.6,13
C[C@@H]1CN([C@@H](C)CO)C(=O)c2cccc(NS(=O)(=O)c3cccs3)c2O[C@@H]1CN(C)S(=O)(=O)c1cccs1,-2,49,-0.4,-72
O=C(NC[C@H]1N[C@H](CO)[C@@H]1c1ccccc1)C1CCC1,1,-3,-0.1,6
N#C[C@@H]1[C@@H](c2ccc(/C=C/c3ccccc3)cc2)[C@@H](CO)N1C(=O)C1CCC1,6,65,-1.5,-23
C[C@@H]1CN([C@@H](C)CO)C(=O)c2cccc(NS(=O)(=O)c3cn(C)cn3)c2O[C@H]1CN(C)CC1CC1,0,20,0.9,34
CC(C)NC(=O)N(C)C[C@@H]1Oc2ccc(NC(=O)Cn3cnnn3)cc2CC(=O)N([C@@H](C)CO)C[C@H]1C,-6,3,1.2,5
C[C@@H]1CN([C@@H](C)CO)C(=O)c2cc(C#CCc3ccccc3)cnc2O[C@H]1CN(C)CC1CCOCC1,-2,-23,0.2,-53
C[C@@H]1CN([C@H](C)CO)C(=O)c2cc(NC(=O)CCC(F)(F)F)ccc2O[C@H]1CN(C)C(=O)Nc1ccc(F)cc1,4,-6,3.1,10
CO[C@@H](CN(C)S(=O)(=O)c1ccccc1)[C@H](C)CN(C(=O)Nc1ccccc1F)[C@H](C)CO,x,-7,-1.1,-29
N#C[C@H]1[C@H](c2ccc(C#Cc3ccccc3F)cc2)[C@H](CO)N1C(=O)C1CC1,-8,50,-2.1,-9
C[C@@H]1CN([C@H](C)CO)C(=O)c2cc(-c3ccncc3)cnc2O[C@@H]1CN(C)C(=O)c1ccccc1F,-2,65,-2.8,43
O=C(C[C@H]1CC[C@H]2[C@@H](COC[C@@H](O)CN2Cc2ccccc2)O1)N[C@H]1CCN(Cc2ccccc2)C1,-1,84,-1.8,-34
C[C@H](CO)N1C[C@H](C)[C@H](CN(C)C(=O)Nc2cccc3ccccc23)Oc2ncccc2C1=O,-3,x,11,-4
CN1C(=O)c2cc(NC(=O)NCc3ccccc3)ccc2OC[C@@H]2O[C@@H](CC(=O)O)CC[C@@H]21,3,-23,3.5,-3
C[C@H]1CN([C@@H](C)CO)C(=O)c2cc(NC(=O)Nc3ccc(F)cc3)ccc2O[C@H]1CN(C)C(=O)NC1CCCCC1,5,-1,-2.3,15
